Screening data deposited in PubChem BioAssay by National Center for Advancing Translational Sciences (NCATS).
aSyn rescue = qHTS of alpha-syn Inhibitors | Potency, µM (highest dose often 46.1 µM), without a hit: top-dose growth rescue (activation), hits mostly activators | AID 652106, 2013 | 0.14% of 370,000 active | Yeast expressing alpha-synuclein, growth rescue, BacTiter-Glo, 24 h; also: % of control where 0% means no effect; nearly all actives have a fitted effect of over 65% in size
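Readout is rescue of growth in alpha-synuclein-expressing yeast, so inhibitors of toxicity appear as activators. Growth after 24 hr at 30 deg C in galactose medium is quantified by luminescence.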
TDP-43 yeast inh = qHTS of TDP-43 Inhibitors; AID 652104, 2013; Potency, µM (highest dose often 46.1 µM), for inactives: top-dose growth rescue (activation), actives largely listed as activators; TDP-43 expressing yeast growth rescue, BacTiter-Glo, 24 h; 1.8% of 410,000 active; also: % of control where 0% means no effect; nearly all actives have a fitted effect of over 50% in size
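Yeast expressing TDP-43 (pregrown in raffinose, seeded at OD600=0.02 in galactose medium) exposed to compounds 24 hr at 30 deg C. Growth read by BacTiter-Glo luminescence; rescue of toxicity appears as increased signal.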
EPAC1 antag = qHTS for Antagonist of cAMP-regulated guanine nucleotide exchange factor 3 (EPAC1): primary screen. EPAC1 GEF assay, Rap1b-BODIPY-GDP exchange fluorescence. Potency, µM (top dose mostly 115 µM), without a hit: top-dose activity change, negative = inhibition, hits mostly inhibitors. 0.14% of 360,000 active. AID 720709, 2013;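 also: plate controls were vehicle for no effect and positive control for full effect; nearly all actives have a fitted effect of over 50% in size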
FUS yeast rescue = qHTS for Suppressors of FUS Proteinopathy: Primary screen using FUS-linked yeast assay; AID 1347120, 2019; Potency, µM (titrated, usually from 76.6 µM), for inactives: top-dose growth rescue (activation), hits mostly activators; 0.24% of 390,000 active; S. cerevisiae FUS-expressing, growth rescue, OD600, 24 h;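 also: plate controls were DMSO vehicle for no effect and reference control for full effect; nearly all actives have a fitted effect of over 55% in size; some results filed as inactive show a strong effect at the top dose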
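Quantitative HTS measuring growth restoration of FUS-toxic yeast. Galactose-induced cells (OD 0.005) were exposed 24hr at 30C to compounds at several concentrations, then absorbance at 600 nm was recorded.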
PTHR1 agonist = qHTS for PTHR1 Agonists: Primary Screen; Parathyroid hormone/parathyroid hormone-related peptide receptor (Homo sapiens), Q03431; HEK293 GP2 PTHR1 cells, GloSensor cAMP luminescence, 1 h; Potency, µM (titrated, usually from 115 µM), for the others: at the top dose activation, most hits filed as activators; 0.075% of 410,000 active; AID 743266, 2014; also: nearly all actives have a fitted effect of over 55% in size; some results filed as inactive show a strong effect at the top dose; inactives centre near -15; many of its hits are not listed in these tables
Target sequence (Q03431 whole entry, looked up): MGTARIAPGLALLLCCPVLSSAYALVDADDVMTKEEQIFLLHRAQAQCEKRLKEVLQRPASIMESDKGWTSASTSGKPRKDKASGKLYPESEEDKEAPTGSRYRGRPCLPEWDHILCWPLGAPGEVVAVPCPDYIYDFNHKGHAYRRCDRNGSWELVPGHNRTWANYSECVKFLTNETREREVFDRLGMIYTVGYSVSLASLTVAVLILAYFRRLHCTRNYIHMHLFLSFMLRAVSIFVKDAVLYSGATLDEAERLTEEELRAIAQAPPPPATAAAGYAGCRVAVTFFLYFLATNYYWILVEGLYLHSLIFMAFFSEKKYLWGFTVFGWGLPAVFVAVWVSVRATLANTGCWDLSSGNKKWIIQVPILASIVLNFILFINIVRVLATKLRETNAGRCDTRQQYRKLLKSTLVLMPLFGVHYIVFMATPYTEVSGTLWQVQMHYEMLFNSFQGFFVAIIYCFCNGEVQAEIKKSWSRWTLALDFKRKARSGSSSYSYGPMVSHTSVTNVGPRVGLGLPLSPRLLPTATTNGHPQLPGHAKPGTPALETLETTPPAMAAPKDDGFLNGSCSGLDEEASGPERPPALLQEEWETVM
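HEK-293-derived GP2 cells expressing PTHR1 and a GloSensor cAMP reporter, 3,000/well, plated overnight, given luciferin plus IBMX (each 0.5 mM as added) for 1 h at 37 °C, then compound for 1 h at 37 °C. Luminescence was read after 15 min at room temperature.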
EPAC2 agonist = qHTS for Agonist of cAMP-regulated guanine nucleotide exchange factor 4 (EPAC2): primary screen; 0.079% of 360,000 active; EPAC2 activation, biochemical qHTS; response scale: 100% = 6.5 mM cAMP response; Rap guanine nucleotide exchange factor 4 (Homo sapiens), Q8WZA2; Potency, µM (highest dose often 154 µM), without a hit: at the highest dose activation, actives largely listed as activators; also: nearly all actives have a fitted effect of over 50% in size
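Nucleotide exchange monitored as fluorescence drop when BODIPY-GDP leaves Rap1B. Reaction: 100 nM EPAC2, 250 nM RAP1B-BODIPY-GDP, 50 uM GDP, room temperature, kinetic read over 30 min. Activity expressed relative to 6.5 mM cAMP.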
EPAC2 antagonist = qHTS for Antagonist of cAMP-regulated guanine nucleotide exchange factor 2 (EPAC2): primary screen | Potency, µM (highest dose often 114 µM), inactives show at the top dose activity, negative = inhibition, usual class: inhibitors | 0.18% of 360,000 active | EPAC2 GEF exchange of Rap1B-BODIPY-GDP, fluorescence | Rap guanine nucleotide exchange factor 4 (Homo sapiens), Q8WZA2; also: % is scaled to controls: 0 for no effect and ±100 for the full control effect; nearly all actives have a fitted effect of over 45% in size; many of its hits are not listed in these tables
EPAC1 agonist = qHTS for Agonist of cAMP-regulated guanine nucleotide exchange factor 3 (EPAC1): primary screen | Rap guanine nucleotide exchange factor 3 (Homo sapiens), O95398 | EPAC1 agonist qHTS, biochemical assay; response scale: 100% = response to 6.5 mM cAMP | Potency, µM (highest dose often 154 µM), for the others: top-dose activation, hits mostly activators | 0.073% of 360,000 active; also: nearly all actives have a fitted effect of over 60% in size
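EPAC1 100 nM, Rap1B–BODIPY-GDP 250 nM, unlabeled GDP 50 uM; compound titration; 5 min RT; kinetic read ex480/em540 at 5-min intervals ×30 min; data normalized to 6.5 mM cAMP agonist control.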
An asterisk follows results filed as active; i = inactive; ? = inconclusive; . = not tested or not shown; & = joins results of further samples; [ ] = dose if it differs, or a comment. Calls follow the shape of the dose curve; as a rule, active = well fitted curve in the direction sought with a large enough effect; inconclusive = small, poorly fitted or top-dose-only effect, or another doubt; inactive = no such curve, though single readings can be large; an effect the other way counts as inactive or inconclusive. Potency is read from the fitted curve at half-maximal effect. A portion of the library (hit frequency here may not be typical).

SMILES	aSyn rescue	TDP-43 yeast inh	EPAC1 antag	FUS yeast rescue	PTHR1 agonist	EPAC2 agonist	EPAC2 antagonist	EPAC1 agonist
COc1ccc2[nH]c3c(c2c1)CCN1C(=O)C(CC(=O)NCc2cccc(C(F)(F)F)c2)C[C@H](C(=O)N2CCCCC2)[C@@]31CCc1ccccc1 (stereo partly drawn)	0%	0%	-4%	14%	-20%	1%	-9%	-5%
NC(=O)c1ccc(-n2nnnc2SCC(=O)Nc2ccccc2)cc1	8%	10%	5%	-9%	-20%	-2%	-3%	-5%
O=C(Nc1ccccc1-c1ccccc1)NC1CCN(CC(=O)N2CCOCC2)CC1	-1%	-11%	-5%	3%	0%	1%	-1%	4%
Fc1ccc(CSc2nnc(CN3CCOCC3)n2-c2ccccc2)c(Cl)c1	0%	2%	11%	31%	-3%[57.5 µM]	15%	4%	-3%
COc1ccc([C@H]2N[C@]3(CCCN(Cc4ccc(C)cc4)C3=O)[C@H]3C(=O)N(C)C(=O)[C@@H]23)cc1	26%	14%	2%	-2%	-22%	10%	3%	4%
COC(=O)c1c(NC(=O)c2ccccc2)sc2c1CC(C)(C)NC2(C)C	-6%	-9%	-5%	-19%	-12%	8%	6%	-31%[inhibitor]
CCN(CC)S(=O)(=O)c1cc(NS(=O)(=O)c2cc(Cl)ccc2Cl)ccc1C	9%	1%	7%	36%	-17%	-1%	?	1%
CC1(Cc2cccc(C#N)c2)C(=O)Nc2c(Cl)cccc21 (stereo not drawn)	18µM*	?	-11%	-10%	i	5%	-13%	-6%
O=C(O)COc1ccc(Br)cc1/C=N/O	5%	4%	3%	10%	-22%[57.5 µM]	13%	2%	-5%
COc1ccc(NS(=O)(=O)c2cccs2)cc1S(=O)(=O)N1CCOCC1	0%	4%	17%	-18%	i	-4%	8%	-2%
COc1ccc(C(CNC(=O)c2ccc(OCc3ccccc3)cc2)N2CCOCC2)cc1 (stereo not drawn)	16%	-18%	3%	.	i	17%	14%	14%
CCOc1ccc(Nc2nc(Cc3nnc(SCC(=O)NCC4CCCO4)n3C)cs2)cc1 (stereo not drawn)	1%	29%	-1%	12%	-6%	8%	3%	4%
O=C(OCc1nc2ccccc2[n+]([O-])c1C(=O)c1ccccc1)c1ccco1	6%	-5%	6%	-14%	-18%	9%	5%	7%
O=C(CSc1cc(Cl)ccc1Cl)NC1CC1	-3%	-5%	-1%	-15%	-15%	6%	18%	-7%
CCOC(=O)Cc1csc(NC(=O)C(C)Oc2ccc3c(C)cc(=O)oc3c2)n1 (stereo not drawn)	1%	?	-7%	9%	-7%	12%	-2%	11%
COc1cccc(NC(=O)CCc2ccccc2)c1	-1%	0%	2%	-23%	-10%	11%	2%	-10%
Cc1cc(S(=O)(=O)N2CCOCC2)ccc1OCC(=O)Nc1ccc(Br)cc1F	1%	-1%	-7%	-6%	i	0%	-2%	-5%
COC(=O)c1sc2ncccc2c1OCc1ccc(Cl)cc1Cl	20%	-3%	5%	16%	i	7%	7%	4%
O=C(COc1ccccc1)Nc1cccc(-c2ccc(N3CCOCC3)nn2)c1	-4%	0%	-19%	11%	i	1%	-4%	-3%
CCOC(=O)Cc1[nH]nc2c1C(c1ccsc1)C(C#N)=C(N)O2 (stereo not drawn)	0%	-8%[0.397 µM]	0%	11%	-11%	3%	-4%	1%
Cc1ccc(C(C(=O)NC2CCCCC2)N(Cc2cccnc2)C(=O)c2csnn2)cc1 (stereo not drawn)	1%	-15%	-14%	9%	8%	-4%	8%	-7%
C/C(=C\c1ccccc1)C(=O)Nc1ccc(S(=O)(=O)Nc2ncccn2)cc1	-4%	14%	-2%	-18%	-36%[inhibitor]	12%	-10%	-5%
Cc1cc(Cl)ccc1OCC(=O)Nc1ccccc1NS(=O)(=O)c1cccs1	1%	6%	-2%	-1%	-61%[inhibitor]	-3%	2%	-11%
CCN1C(=O)[C@H]2[C@@H](c3ccc(C)cc3)N3C(=O)N(c4cccc(F)c4)C(=O)[C@@]3(C)[C@H]2C1=O	2%	15%	-21%	-15%	i	8%	19%	-19%
COc1ccc(-c2csc(NC(=O)c3c(C)noc3C)n2)cc1OC	2%	0%	-10%	-3%	-1%	-14%	7%	3%
CCCC[C@@H]1CC2=C(C(=O)OC(C)(C)O2)[C@@H](c2ccc(F)cc2)O1	4%	?	-6%	-17%	-29%	4%	-17%	-11%
CC1CCN(C(=O)CSc2nc(=O)n3ccccc3n2)CC1	1%	14%	5%	-8%	-16%	1%	3%	14%
CC1CCN(C(=S)Nc2cccc(S(=O)(=O)N(C)C)c2)CC1	5%	-5%	-8%	12%	-5%	0%	-6%	7%
CS(=O)(=O)c1ccc(C(=O)Nc2ccccc2N2CCOCC2)c(Cl)c1	-1%	-6%	-10%	-18%	i	8%	10%	-8%
O=S1(=O)CC(N2CCCC2)CN1Cc1ccc(F)cc1 (stereo not drawn)	3%	3%	-12%	-8%	-27%	5%	2%	4%
CC1=C([N+](=O)[O-])C(c2ccccc2C(F)(F)F)NC(=O)N1C (stereo not drawn)	-1%	-15%	-2%	7%	9%	1%	6%	-5%
CN(C(=O)c1ccc(NC(=O)Cc2ccc(NC(=O)C3CCCN(C(=O)CCc4ccccc4)C3)cc2)cc1)C1CC1 (stereo not drawn)	-1%	9%	8%	?	-34%[inhibitor]	2%	-5%	12%
O=C(NC(=O)c1ccccc1F)OCc1ccc(Cl)cc1Cl	?	27%	-5%	0%	-18%	13%	-15%	4%
CC1Cc2c([nH]c(=O)n(-c3ccccc3)c2=O)O1 (stereo not drawn)	-12%	13%	2%	.	i	-1%	1%	4%
CC(=O)NCCc1ccc(S(=O)(=O)N2CCN(c3nc(-c4ccccc4)c(C)s3)CC2)cc1	0%	9%	-2%	14%	i	-11%	10%	-8%
Cc1cc(C)c2c(=N)c3ccccc3n(CCCCCCCCn3c4ccccc4c(=N)c4c(C)cc(C)nc43)c2n1	-65%[inhibitor]	-68%[inhibitor]	?	.	-1%	16%	-24%	1%
Cc1cc(C)n2nc(C(=O)OCC(=O)c3cc(C)n(C)c3C)nc2n1	6%	-2%	-13%	7%	i	1%	-4%	15%
Fc1ccc2c(c1)C(c1ccncc1)=NNC(c1ccccc1)=N2	-1%	-4%	3%	9%	-36%	8%	8%	2%
O=C(NC1CCCCC1)C(c1ccncc1)N(C(=O)Cn1nnc(-c2cccs2)n1)C1CCCC1 (stereo not drawn)	-8%	-9%	-15%	30%	i	5%	-6%	7%
COc1ccc(OC)c(C(=O)CSc2nc3c(c(=O)n(C)c(=O)n3C)n2C(C)C)c1	-11%	-15%	14%	-3%	i	6%	1%	3%
CCC(C)[C@H](NC(=O)N1CC(=O)Nc2ccccc21)C(=O)N[C@H](C(=O)O)c1ccccc1 (stereo partly drawn)	-1%	11%	-13%	-8%	i	2%	-14%	5%
CC(CC(=O)NCCc1ccc(S(N)(=O)=O)cc1)c1ccccc1 (stereo not drawn)	-4%	-13%	-2%	4%	i	9%	2%	6%
O=C(Nc1ccc(Cl)cn1)C1CCN(S(=O)(=O)c2cccs2)CC1	6%	4%	12%	1%	-49%	-8%	-1%	-5%
O=S1(=O)CC(N2CCSCC2)CN1Cc1cn(Cc2ccccc2)nn1 (stereo not drawn)	-4%	25%	-5%	-15%	-17%	7%	8%	9%
c1ccc2c(c1)CCN(c1nc(CN3CCOCC3)nc3sc4c(c13)CCCC4)C2	0%	7%	-4%	.	-40%[inhibitor]	23%	-6%	7%
O=C1Nc2cc(C(=O)NCCCN3CCOCC3)ccc2S/C1=C/c1ccccc1F	-5%	2%	0%	8%	i	2%	-10%	4%
O=C(CCCN1C(=O)c2cccc3cccc(c23)C1=O)N1CCN(c2ccc(F)cc2)CC1	5%	?	3%	13%	-28%	14%	-13%	13%
CS(=O)CSc1nc2c(cc1C#N)CCCC2 (stereo not drawn)	-9%	-12%	2%	16%	-12%[57.5 µM]	6%	0%	2%
C[C@H](NC(=O)Cc1ccccc1)C(=O)N1CCC2(CC1)NCCc1[nH]cnc12	-4%	-1%	3%	-26%	-18%	12%	3%	1%
Oc1cc(-c2cccnc2)cc2cccnc12	.	.	-7%	-33%	-16%	-4%	2%	-8%
New compounds follow:
SMILES	aSyn rescue	TDP-43 yeast inh	EPAC1 antag	FUS yeast rescue	PTHR1 agonist	EPAC2 agonist	EPAC2 antagonist	EPAC1 agonist
CCOc1ccc(C(=O)NCC(=O)OCCCC(=O)c2ccc(F)cc2)cc1OCC	2%	0%	0%	.	i	-2%	-1%	-3%
Cn1c(-c2cccc(Br)c2)n[nH]c1=O	1%	-26%[9.22 µM]	12%	20%	-24%	-1%	18%	1%
CCCCN(C)C(=O)c1cn(C)c2ccc(S(=O)(=O)N3CCC(C)CC3)cc2c1=O	8%	-5%&14%	-14%	3%&14%	-30%	-4%	-6%	-5%
CCCCn1nc(C(=O)NC2CCCCCC2)c2ccccc2c1=O	5%	13%	10%	.	-8%	-12%	-1%	1%
Cc1ccc(N2C(=NC(=O)c3ccccc3)SC3CS(=O)(=O)CC32)cc1 (stereo not drawn)	-3%	-3%	-20%	13%	-51%[inhibitor]	-4%	20%	-21%
COc1cc(C(=O)N2CCN(c3ccccc3)CC2)c2ccccc2n1	-14%	?	-5%	14%	i	22%	-5%	12%

Entries from the list above that contain a cyano group, in the order listed:
SMILES	aSyn rescue	TDP-43 yeast inh	EPAC1 antag	FUS yeast rescue	PTHR1 agonist	EPAC2 agonist	EPAC2 antagonist	EPAC1 agonist
CC1(Cc2cccc(C#N)c2)C(=O)Nc2c(Cl)cccc21 (stereo not drawn)	18µM*	?	-11%	-10%	i	5%	-13%	-6%
CCOC(=O)Cc1[nH]nc2c1C(c1ccsc1)C(C#N)=C(N)O2 (stereo not drawn)	0%	-8%[0.397 µM]	0%	11%	-11%	3%	-4%	1%
CS(=O)CSc1nc2c(cc1C#N)CCCC2 (stereo not drawn)	-9%	-12%	2%	16%	-12%[57.5 µM]	6%	0%	2%
